From PubChem BioAssay
KCNH2 WT inh = blocks the wildtype human KCNH2 potassium channel; U2OS, BacMam KCNH2, thallium flux FluxOr; stronger effect = lower value; activity change, % at 1.84 µM; Q12809; AID 720551; 340,000 tested, 0.37% active;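 active = maximum activity change below -70%; inconclusive = maximum activity change between -70% and -50%; inactive = maximum activity change above -50%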; note: % is set by controls: 0 for no effect and ±100 for the full control effect
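U2OS cells were transduced with wild-type KCNH2 virus (2.03 x 10^8 / mL) for 4 h at room temperature, then cultured overnight at 37 C. Thallium flux was read with FluxOr dye. Rate constants were normalized to DMSO controls.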
GALK inhibitor = galactokinase (human) inhibition; Purified GALK, Kinase-Glo residual ATP luminescence; Potency, µM (series often up to 57.5 µM), for the others: at the highest dose activity change, negative = inhibition, usual class: inhibitors; 270,000 tested, 0.007% active; AID 1868; note: potency is the fitted concentration of half-maximal effect; % is set by controls: 0 for no effect and ±100 for the full control effect
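Compounds were pin-transferred into ATP buffer (35 uM final), then GALK plus galactose (5 nM, 100 uM final) was added. After 1 h at room temperature, Kinase-Glo Plus was added and luminescence read after 10 min.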
AT treatment = potential ataxia-telangiectasia treatments restoring KAP-1 phosphorylation; […] A-T fibroblasts, KAP-1 phosphorylation AlphaLISA; neocarzinostatin DNA damage 30 min before lysis; Potency, µM (titrated, usually from 57.5 µM), without a hit: top-dose activation, most hits filed as activators; 320,000 tested, 0.19% active; note: potency is the fitted concentration of half-maximal effect; % of control where 0% means no effect; nearly all actives have a fitted effect of over 45% in size
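hTERT-immortalized A-T patient fibroblasts ([…]), 500 cells/well in OPTI-MEM, 1% FBS, got compounds for 60 min, then NCS for 30 min at 37C. Lysates were then assayed for phospho-KAP-1 by AlphaLISA (anti-pKAP1 donor, anti-KAP1 acceptor beads), 6 hr at 25C.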
KCNH2 3.1 block = blocks the human KCNH2 3.1 channel isoform; U2OS KCNH2 3.1, thallium flux FluxOr; stronger effect = lower value; activity change, % (tested at about 1.8 µM); 340,000 tested, 0.95% active; AID 720553;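 active = maximum activity change below -70%; inconclusive = maximum activity change from -70% to -50%; inactive = maximum activity change above -50%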;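 note: thallium influx rate constant from kinetic fluorescence after stimulation buffer; % is set by controls: 0 for no effect and ±100 for the full control effect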
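We transduce U2OS cells with the mutant 3.1 virus, culture them overnight, load FluxOr with Red40 quencher for 45 min, then add stimulation buffer and read kinetically for 2 min to derive a normalized rate constant.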
TRPV1 agonist = human TRPV1 agonism; Q8NER1; TRPV1-expressing cells, Fluo-8 calcium influx, agonist mode; activation, % at 8.33 µM; 320,000 tested, 0.19% active; AID 540275; in the data active = activation above about 80%; inconclusive = between about 30% and that limit; note: 0% is about no effect
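Fluo-8 calcium influx in TRPV1-expressing cells, kinetic read (ex 480/em 520 nm). Compound added and read 3 min for agonist activity, followed by capsaicin at EC20 final and 2 min further read for enhancement.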
MBNL1 CUG block = MBNL1-poly(CUG) RNA binding inhibition; Potency, µM (top dose mostly 57.5 µM), without a hit: at the highest dose activity change, negative = inhibition, most hits filed as inhibitors; TR-FRET MBNL1-His/biotin-(CUG)12 binding, 665/545 ratio; Q9NR56; 280,000 tested, 0.036% active; AID 2675; active = well fitted inhibition curve with a large enough effect in the signal ratio, with a control signal flat, not every such curve was filed as active; inconclusive = small, poorly fitted or top-dose-only effect, or effect the other way, or a change in a side signal; inactive = no such curve, though single readings can be large or run the other way; the % refers to the signal ratio; note: potency is the fitted concentration of half-maximal effect; % is set by controls: 0 for no effect and ±100 for the full control effect
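Compounds (final 92 nM to 58 uM) are added to His-tagged MBNL1 and biotin-(CUG)12, then terbium anti-His antibody and streptavidin-XL665 (5 nM final). After 60 min at room temperature, the 665/545 nm ratio is read.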
CXXC DNA block = blocks binding of human MLL CXXC domain to DNA | Q03164 | MLL-CXXC / FITC-HOXA9 DNA fluorescence polarization | Potency, µM (doses to about 115 µM), for inactives: top-dose activity change, negative = inhibition, hits mostly inhibitors | 290,000 tested, 0.037% active | AID 2662; active = well fitted inhibition curve with a large enough effect in the polarisation, with a control signal flat, not every such curve was filed as active; inconclusive = small, poorly fitted or top-dose-only effect, or effect the other way, or a change in a side signal; inactive = no such curve, though single readings can be large or run the other way; the % refers to the polarisation; note: potency is the fitted concentration of half-maximal effect
Target sequence (Q03164 whole entry, looked up, the tested form may be a part): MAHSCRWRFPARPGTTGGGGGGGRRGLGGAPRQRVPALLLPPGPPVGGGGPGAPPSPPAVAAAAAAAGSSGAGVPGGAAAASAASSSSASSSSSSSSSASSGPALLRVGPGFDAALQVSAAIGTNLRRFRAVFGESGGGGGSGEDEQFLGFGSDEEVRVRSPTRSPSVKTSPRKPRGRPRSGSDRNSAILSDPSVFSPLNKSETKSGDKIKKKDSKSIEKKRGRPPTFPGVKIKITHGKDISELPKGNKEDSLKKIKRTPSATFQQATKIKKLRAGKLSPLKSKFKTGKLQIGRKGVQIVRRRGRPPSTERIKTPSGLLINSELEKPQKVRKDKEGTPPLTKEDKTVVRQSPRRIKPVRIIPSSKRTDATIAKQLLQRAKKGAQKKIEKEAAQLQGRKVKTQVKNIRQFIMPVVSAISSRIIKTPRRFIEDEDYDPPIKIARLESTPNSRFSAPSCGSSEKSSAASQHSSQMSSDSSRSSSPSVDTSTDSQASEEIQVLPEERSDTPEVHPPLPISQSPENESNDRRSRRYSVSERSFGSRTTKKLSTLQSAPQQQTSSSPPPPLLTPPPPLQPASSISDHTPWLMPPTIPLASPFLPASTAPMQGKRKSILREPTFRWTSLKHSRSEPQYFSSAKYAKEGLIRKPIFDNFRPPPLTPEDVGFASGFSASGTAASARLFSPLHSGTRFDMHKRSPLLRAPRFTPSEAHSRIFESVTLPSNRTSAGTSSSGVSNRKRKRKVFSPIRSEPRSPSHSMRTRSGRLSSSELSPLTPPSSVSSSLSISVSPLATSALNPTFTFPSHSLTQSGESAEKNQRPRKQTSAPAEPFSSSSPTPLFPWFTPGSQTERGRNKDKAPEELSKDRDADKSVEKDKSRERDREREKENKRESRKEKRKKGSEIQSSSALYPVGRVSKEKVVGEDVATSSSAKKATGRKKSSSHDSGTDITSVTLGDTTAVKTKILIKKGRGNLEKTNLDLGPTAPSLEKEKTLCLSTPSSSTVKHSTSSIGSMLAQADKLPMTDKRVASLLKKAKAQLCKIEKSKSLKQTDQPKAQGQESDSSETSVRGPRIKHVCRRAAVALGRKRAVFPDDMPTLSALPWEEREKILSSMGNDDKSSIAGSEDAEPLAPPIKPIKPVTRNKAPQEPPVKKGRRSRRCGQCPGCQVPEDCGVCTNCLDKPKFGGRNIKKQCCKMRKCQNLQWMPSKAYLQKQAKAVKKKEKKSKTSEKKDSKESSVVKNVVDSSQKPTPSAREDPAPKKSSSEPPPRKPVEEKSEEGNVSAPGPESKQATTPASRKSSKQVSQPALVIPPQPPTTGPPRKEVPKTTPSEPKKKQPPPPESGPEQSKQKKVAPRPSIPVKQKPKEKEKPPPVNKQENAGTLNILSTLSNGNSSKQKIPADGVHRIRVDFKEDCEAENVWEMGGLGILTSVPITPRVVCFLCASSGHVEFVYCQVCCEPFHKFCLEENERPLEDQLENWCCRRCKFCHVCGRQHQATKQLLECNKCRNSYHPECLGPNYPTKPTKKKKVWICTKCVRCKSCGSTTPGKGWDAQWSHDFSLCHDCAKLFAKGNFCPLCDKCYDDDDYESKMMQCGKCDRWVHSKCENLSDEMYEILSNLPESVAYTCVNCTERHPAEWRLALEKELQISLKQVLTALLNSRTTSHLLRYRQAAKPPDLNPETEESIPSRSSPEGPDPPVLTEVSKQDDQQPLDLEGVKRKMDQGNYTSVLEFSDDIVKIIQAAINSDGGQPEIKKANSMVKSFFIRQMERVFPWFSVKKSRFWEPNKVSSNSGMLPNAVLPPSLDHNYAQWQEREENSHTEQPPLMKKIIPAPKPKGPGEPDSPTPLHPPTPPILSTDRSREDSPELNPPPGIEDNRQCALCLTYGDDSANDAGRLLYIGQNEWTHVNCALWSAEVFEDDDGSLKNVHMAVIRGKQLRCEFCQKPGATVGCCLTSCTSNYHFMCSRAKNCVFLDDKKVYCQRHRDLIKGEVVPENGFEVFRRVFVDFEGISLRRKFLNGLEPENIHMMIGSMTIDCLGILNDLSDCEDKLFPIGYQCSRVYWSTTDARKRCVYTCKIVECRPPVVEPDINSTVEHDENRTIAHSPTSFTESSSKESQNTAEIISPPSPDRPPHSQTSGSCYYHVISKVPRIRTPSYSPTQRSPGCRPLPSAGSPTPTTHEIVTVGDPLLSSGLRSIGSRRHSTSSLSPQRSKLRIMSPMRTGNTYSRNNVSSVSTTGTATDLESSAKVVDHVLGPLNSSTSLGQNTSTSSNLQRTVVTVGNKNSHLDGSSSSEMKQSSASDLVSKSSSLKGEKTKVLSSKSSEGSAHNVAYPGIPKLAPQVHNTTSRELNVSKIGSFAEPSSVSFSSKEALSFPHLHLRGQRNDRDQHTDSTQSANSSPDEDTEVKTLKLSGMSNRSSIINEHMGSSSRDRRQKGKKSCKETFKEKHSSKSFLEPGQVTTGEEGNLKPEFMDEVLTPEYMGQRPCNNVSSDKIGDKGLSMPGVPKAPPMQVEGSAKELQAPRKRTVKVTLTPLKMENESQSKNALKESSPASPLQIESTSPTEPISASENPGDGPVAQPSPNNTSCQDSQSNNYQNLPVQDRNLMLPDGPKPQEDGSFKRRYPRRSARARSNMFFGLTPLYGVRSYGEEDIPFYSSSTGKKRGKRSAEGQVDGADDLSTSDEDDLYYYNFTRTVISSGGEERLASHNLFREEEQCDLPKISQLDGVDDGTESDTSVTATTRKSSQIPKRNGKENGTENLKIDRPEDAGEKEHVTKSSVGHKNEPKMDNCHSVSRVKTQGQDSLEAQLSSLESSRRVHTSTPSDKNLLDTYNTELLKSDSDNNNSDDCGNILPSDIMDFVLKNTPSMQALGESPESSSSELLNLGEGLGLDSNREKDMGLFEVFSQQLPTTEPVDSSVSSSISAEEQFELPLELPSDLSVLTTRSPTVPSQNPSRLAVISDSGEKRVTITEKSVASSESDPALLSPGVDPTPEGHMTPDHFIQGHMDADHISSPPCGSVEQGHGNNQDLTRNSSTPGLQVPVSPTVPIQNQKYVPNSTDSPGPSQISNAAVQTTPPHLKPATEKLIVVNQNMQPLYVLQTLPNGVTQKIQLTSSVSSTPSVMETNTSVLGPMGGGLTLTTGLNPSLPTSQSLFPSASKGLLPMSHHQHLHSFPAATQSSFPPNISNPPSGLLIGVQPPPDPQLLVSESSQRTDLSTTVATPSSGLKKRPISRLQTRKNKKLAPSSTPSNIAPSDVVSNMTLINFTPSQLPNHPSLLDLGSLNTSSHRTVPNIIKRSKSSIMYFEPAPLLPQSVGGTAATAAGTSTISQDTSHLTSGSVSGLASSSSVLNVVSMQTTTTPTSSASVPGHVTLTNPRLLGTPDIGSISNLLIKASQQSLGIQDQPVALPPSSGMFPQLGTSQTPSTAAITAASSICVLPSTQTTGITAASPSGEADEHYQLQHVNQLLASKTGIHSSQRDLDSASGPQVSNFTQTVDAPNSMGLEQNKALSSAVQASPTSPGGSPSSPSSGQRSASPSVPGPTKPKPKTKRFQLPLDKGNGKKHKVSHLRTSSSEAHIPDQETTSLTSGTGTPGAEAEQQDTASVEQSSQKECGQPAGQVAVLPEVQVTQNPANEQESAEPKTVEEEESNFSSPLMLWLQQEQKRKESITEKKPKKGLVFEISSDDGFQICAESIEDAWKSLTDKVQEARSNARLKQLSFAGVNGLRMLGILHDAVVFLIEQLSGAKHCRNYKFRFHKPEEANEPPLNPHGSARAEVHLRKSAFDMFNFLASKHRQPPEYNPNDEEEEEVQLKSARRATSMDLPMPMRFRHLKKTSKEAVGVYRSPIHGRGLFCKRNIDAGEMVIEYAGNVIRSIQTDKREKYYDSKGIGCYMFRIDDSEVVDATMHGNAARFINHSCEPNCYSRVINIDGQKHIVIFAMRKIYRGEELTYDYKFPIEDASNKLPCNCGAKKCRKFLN
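Purified MLL-CXXC (added from a 7 uM solution) was preincubated 5 min at ambient with pinned compounds in 50 mM Tris-HCl pH 7.5, 50 mM NaCl, 1 mM DTT, 0.05% BSA. Fluorescein-labeled HOX-A9 DNA (50 nM solution) followed, 30 min, then polarization read.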
S-ASM inh = inhibitors of human secretory acid sphingomyelinase | P17405 | placental ASM, HMU-PC fluorogenic substrate, 60 min | Potency, µM (series often up to 57.5 µM), for the others: at the highest dose activity change, negative = inhibition, usual class: inhibitors | 340,000 tested, 0.006% active; note: potency is the fitted concentration of half-maximal effect
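Human placenta-derived ASM enzyme was preincubated with compound for 10 minutes at room temperature, then given fluorogenic substrate HMU-PC0 (9 uM final) for 60 minutes at 37 °C; a pH 10 stop preceded fluorescence reading at Ex 386/Em 447 nm.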
Integrin act MD = activates integrin-mediated alleviation for muscular dystrophy | alpha7betagal myoblasts, beta-gal FDG fluorescence, 48 h | Potency, µM (doses to about 38.3 µM), for the others: at the top dose activation, actives largely listed as activators | 350,000 tested, 0.064% active | AID 624291;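 note: potency is the fitted concentration of half-maximal effect; 100% = response of the positive control SU9516; nearly all actives have a fitted effect of over 60% in size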
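Alpha7betagal+/- myoblasts (passage 13) were plated 16-24 hr, then exposed to compounds (1:260 dilution of DMSO stock) for 48 hours at 37C. After MPER lysis, β-galactosidase reporter activity was read as FDG fluorescence (ex 480/em 540) after 30 minutes.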
FBPA coupling cs = counter-screen for Giardia aldolase inhibitors: coupling enzyme system; coupling enzyme system counterscreen, AmpLite Red fluorescence; 290,000 tested, 0.67% active; activity change, negative = inhibition, % at 58.2 µM, hits read low; AID 2472; in the data active = activity change below about -30%; note: % is set by controls: 0 for no effect and ±100 for the full control effect
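Coupling enzymes only (glyceraldehyde-3-phosphate) + compound, at 57.5 uM final, 10 min RT; add substrate/coupling/AmpLite Red mix, 20 min RT; fluorescence ex 525/em 598 nm. Actives flag coupling-system interference.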
* = called active by the depositor; ? = inconclusive; / = no result given; [ ] = another dose, or the depositor's remark. Unless noted, calls come from the whole dose curve; as a rule, active = well fitted curve in the direction sought with a large enough effect; inconclusive = small, poorly fitted or top-dose-only effect, or another doubt; inactive = no such curve, though single readings can be large; an effect the other way counts as inactive or inconclusive. An unsorted share of the library; overall some 2% were active at least once.

SMILES	KCNH2 WT inh	GALK inhibitor	AT treatment	KCNH2 3.1 block	TRPV1 agonist	MBNL1 CUG block	CXXC DNA block	S-ASM inh	Integrin act MD	FBPA coupling cs
CN1C(=O)c2ccccc2OC1(C)Cc1ccccc1 (stereo not given)	-2	-4%	-5%	1	?	-1%	5%	-2%	0%	0
CCCCNC(=S)N/N=C/c1cc(C)ccc1C	13	0%	14%	-12	-2	19%	-1%	-3%	10%	-3
CCn1c(COc2ccccc2)nnc1SCC(=O)C(C)(C)C	-18	1%	6%	4	1	3%	-7%	-3%	14%	5
O=C(Nc1ccc2c(c1)nc1n2CCOC1)c1ccco1	5	5%	1%	6	3	-10%	-9%	0%	-8%	0
CC(C)n1nnnc1SCC(=O)c1c(N)n(C2CC2)c(=O)[nH]c1=O	0	/	-2%	6	0	/	/	0%	?	/
CC(C)NC(=O)COc1ccc(Cl)cc1Cl	-29	0%	-1%	6	1	-16%	-4%	1%	17%	0
Cc1nc2ccc(C(=O)c3ccccc3)cc2[nH]1	1	4%	1%	11	2	1%	2%	-1%	16%	1
Cc1ccc(O)c(CNc2nc3ccccc3n2C(C)C)c1	-9	4%	1%	2	-5	-9%	2%	0%	-6%	-6
COc1ccc(C)cc1NC(=O)Nc1ccccc1SC	1	1%	-2%	2	-4	-10%	-13%	0%	?	0
COc1ccc(CCn2c(=N)c(C(=O)NCC3CCCO3)cc3c(=O)n4cccc(C)c4nc32)cc1OC (stereo not given)	-8	3%	2%	-3	5	17%	-3%	65%[activator]	35%	4
CCOc1ccccc1NC(=O)C1CCCN(S(=O)(=O)c2c(C)[nH]c(=O)[nH]c2=O)C1 (stereo not given)	-1	-1%	0%	-21	-2	-5%	1%	2%	0%	3
COc1ccccc1N1CCN(C(=O)CSc2nc3ncnc(N)c3[nH]2)CC1	-13	2%	0%	-1	2	-9%	16%	0%	8%	0
CC(C(=O)N1c2ccccc2CC1C)N1CCN(S(=O)(=O)c2ccccc2F)CC1 (stereo not given)	8	/	-2%	1	19	/	/	2%	9%	/
CCc1ccc(-c2nnn(CCC(=O)OC)n2)cc1	13	-1%	30%	0	-3	3%	-6%	5%	16%	3
COc1ccc(C(=O)NC(=S)NNC(=O)c2cccc(C)c2)cc1	7	/	/	34	/	/	/	0%	-26%	/
COc1cccc(C2CC(c3cccs3)=NN2S(C)(=O)=O)c1 (stereo not given)	1	-1%	1%	-3	-1	10%	?	1%	14%	3
CC(C)NC(=O)NNC(=O)c1nn(-c2ccc(F)cc2)ccc1=O	7	1%	-6%	-3	-2	9%	-7%	2%	15%	1
COc1ccc(S(=O)(=O)N2CCOCC2)cc1NC(=O)c1cc(C)oc1C	-9	/	/	-10	6	/	/	3%	11%	/
CCC(C)N(C(=O)Cn1c(=O)cnc2ccccc21)C1CCS(=O)(=O)C1 (stereo not given)	-5	/	-4%	-5	1	/	/	13%	-17%	/
CC(C)Oc1cc(NC(=O)CS(=O)CC(=O)Nc2cccc(C(F)(F)F)c2)c(Cl)cc1Cl (stereo not given)	-3	2%	5%	-10	?	5%	-1%	-19%	-27%	5
Cn1c(=O)oc2cc(S(=O)(=O)NCc3cccnc3)ccc21	-8	/	0%	0	0	-7%	-9%	7%	19%	2
O=S(=O)(Nc1ccc(-c2ccc3nncn3n2)cc1)c1ccc(Cl)s1	-7	/	-3%	-30	-5	/	/	-10%	-12%	/
COc1ccccc1-n1c(SCC(=O)N2CCCC2)nnc1-c1ccccc1	4	0%	-1%	-7	7	-6%	4%	-1%	13%	0
COc1ccc(/C=N/NC(=S)Nc2ccccc2)cc1COc1cccc(C)c1C	-1	-2%	-1%	-2	1	2%	3%	4%	22%	-2
COc1ccc(C2C(C(=O)O)CCC(=O)N2c2ccc(C)cc2)cc1OC (stereo not given)	20	0%	1%	0	-4	-4%	26%	6%	23%	3
OC1CCCN(c2c3c(nc4cc(-c5cccc(F)c5)nn24)CCCC3)C1 (stereo not given)	0	0%	17%	-7	-2	5%	-9%	9%	19%	3
Cn1cnnc1SCC(=O)Nc1sccc1C#N	3	-1%	4%	11	-1	2%	0%	1%	-35%[inhibitor]	-2
CCOC(=O)N1CCN(C(=O)CSCc2ccc(Br)cc2)CC1	1	0%	12%	-6	?	-9%	19%	-1%	5%	-2
CC(NC(=O)c1ccccc1SCC(=O)N1CCCC1)c1ccc(F)cc1 (stereo not given)	-2	4%	-4%	2	2	-3%	13%	2%	-6%	/
O=C(CSc1nnnn1C1CCCC1)Nc1ccc2c(c1)OCO2	14	-2%	0%	19	7	-3%	1%	7%	24%	0
O=c1c2cc(Cl)ccc2[nH]c(=S)n1Cc1cccs1	-3	0%	0%	0	?	-4%	-2%	2%	16%	5
CCOc1ccc(OCCC(=O)OCC(=O)Nc2cc(S(=O)(=O)N3CCOCC3)ccc2OC)cc1	2	/	/	-4	/	/	/	-6%	16%	/
COc1ccc(C)cc1C1=Nc2ccccc2C1(C)C	0	2%	-17%	8	8	-16%	-10%	1%	-4%	2
O=C(COC(=O)c1ccccc1[N+](=O)[O-])NC(=O)c1ccccc1	8	/	-1%	7	8	/	/	2%	5%	/
O=C(Nc1ccc2c(c1)OCO2)C1CCN(c2ccc(S(=O)(=O)N3CCOCC3)cc2)CC1	-8	1%	-1%	-12	3	10%	-7%	-2%	8%	-2
O=C(CNS(=O)(=O)c1c(F)cccc1F)NC1CCCc2ccccc21 (stereo not given)	-3	/	12%	9	/	/	/	4%	17%	/
COc1ccc2c(c1)Cc1sc(NC(=O)c3ccccc3)nc1-2	5	-1%	-4%	-7	28	6%	15%	-2%	3%	-36*
Cc1ccccc1NC(=O)C(=Cc1ccc(C(=O)O)cc1)C(=O)Nc1ccccc1C	1	9%	?	9	9	2%	-2%	6%	-23%	10
NS(=O)(=O)c1ccc2nc(NC(=O)Nc3ccc(F)cc3)sc2c1	-7	6%	-1%	7	0	2%	7%	-2%	-22%	-3
N#Cc1cccc(NC(=O)CCNC(=O)c2ccccc2Cl)c1	10	-2%	2%	-23	1	4%	2%	-3%	8%	-1
CC1CC(C)CN(CCCNC(=O)CN2C(=O)COc3ccc(S(=O)(=O)N4CCOCC4)cc32)C1 (stereo not given)	0	12%	5%	-4	-1	-5%	-2%	5%	-29%	2
CC1CCN(c2ccc(S(=O)(=O)NC3=NCCCCC3)cc2[N+](=O)[O-])CC1	-7	-4%	1%	11	18	?	0%	-3%	5%	0
COc1ccc(NC(=O)C2C(=O)NC3(C)CC2c2ccccc2O3)cc1 (stereo not given)	-9	-2%	6%	-5	-2	4%	-7%	0%	3%	-10
O/N=C1\CC/C(=N\O)c2nn(-c3ccc(Cl)cc3Cl)nc21	-4	1%	-1%	-4	-1	-9%	-19%	0%	-26%	9
O=C(O)c1cccc(Cn2c(Cl)c(/C=N/NC(=O)c3cccc(O)c3)sc2=O)c1	-8	-4%	-11%	-1	/	/	2%	-1%	15%	1
COc1ccccc1OC(=O)c1ccc(S(=O)(=O)N(C)C)cc1	1	2%	/	-4	0	-4%	19%	0%	15%	3
Cc1ccccc1N1C(=O)C(Oc2ccc(Cl)cc2)C1CNC(C)(C)C (stereo not given)	33	-1%	6%	-29	3	/	?	3%	-11%	1
Cc1ccc2c(c1)COc1c3ccc(C(=O)NCC4CC4)cc3nn1-2	-9	-2%	6%	-3	1	?	5%	11%	-23%	-2
O=C(c1ccc(F)cc1)n1cc(C(=S)N2CCOCC2)c2ccccc21	3	5%	6%	-1	1	-4%	4%	-1%	-16%	-3
COCCOC(=O)C1=C(C)NC(=O)NC1c1ccc(-c2cc(Cl)ccc2Cl)o1 (stereo not given)	-3	1%	9%	1	0	4%	5%	0%	3%	3
O=C(c1ccccc1[N+](=O)[O-])N1CCN(Cc2ccc3c(c2)OCO3)CC1	2	-4%	7%	5	2	/	-6%	-1%	34%	2
COc1ccccc1C(=O)NCCC(=O)Nc1ncccc1O	-19	6%	18%	1	1	5%	6%	7%	-22%	/
CS(=O)(=O)c1ccc(Cl)c(NC(=O)CSc2nc3ccccc3c(=O)n2Cc2ccco2)c1	-13	/	3%	-98*	2	/	/	-1%	-12%	/
COc1ccccc1S(=O)(=O)N1CCn2cccc2C1C (stereo not given)	-8	/	-21%	11	9	/	/	9%	-7%	/
